High-throughput results deposited in PubChem by NCI.
Growth percent in the NCI-60 one-dose screen (48 h, 10 µM unless noted): 100 = growth as untreated, 0 = no growth, -100 = all killed.
EKVX: EKVX NSCLC | 3% of 71,000 active
CCRF-CEM: CCRF-CEM leukemia. 7% of 77,000 active. AID 1794778
SR: SR leukemia cells; 8.7% of 73,000 active
A549/ATCC: A549/ATCC NSCLC. 3.7% of 81,000 active. AID 1794740
HOP-92: HOP-92 NSCLC cells. 6.3% of 71,000 active
RPMI-8226: RPMI-8226 leukemia cells. 7.5% of 77,000 active. AID 1794781
HOP-62: HOP-62 NSCLC; 3.9% of 80,000 active; AID 1794735
MOLT-4: MOLT-4 leukemia cells; 6.9% of 80,000 active
Starred values were filed as active, the others as inactive; · = no result given; & = joins results of further samples. The calls were made as follows: active = growth percent below 10; inactive = the rest. Some of the compounds tested; the hit share may differ from the screen's.

Compound | EKVX | CCRF-CEM | SR | A549/ATCC | HOP-92 | RPMI-8226 | HOP-62 | MOLT-4
CCN(CC)S(=O)(=O)c1ccc(C(=O)O)cc1 | 114.0 | 99.7 | 113.0 | 96.1 | 88.1 | 101.0 | 91.2 | 111.5
CC(/C=C/c1ccccc1)=N\OC(C)C(=O)NC(C)C (stereo unspecified) | · | 97.5 | 95.2 | 103.8 | · | 104.6 | 99.2 | 77.9
O=C(Nc1ccc([N+](=O)[O-])cc1)Nc1ccc([N+](=O)[O-])cc1 | 107.6 | 73.2 | 68.8 | 88.2 | 93.5 | 59.7 | 104.5 | 78.2
COC(=O)Nc1nc2ccc(C(=O)C3CC3)cc2[nH]1 | 32.7 | -22.3* | -21.7* | · | 53.5 | -19.7* | 38.1 | -16.0*
Cc1ccc(COc2ccc(NC(=O)c3ccc4nc(NS(=O)(=O)c5ccc6ccccc6c5)sc4c3)cc2)cc1 | 89.5 | 66.4 | 78.0 | 93.3 | 73.7 | 73.2 | 86.7 | 82.9
COc1ccc(C2CC(c3ccc(N(C)C)cc3)=NN2c2ccc(S(=O)(=O)NC(=O)NCc3ccccc3)cc2)cc1 (stereo unspecified) | 79.1 | 81.9 | 100.6 | 85.8 | 94.2 | 76.4 | 99.7 | 86.7
COC(=O)Nc1nc2ccc(S(=O)c3ccccc3)cc2[nH]1 (stereo unspecified) | 80.0 | 66.9 | 23.4 | 57.7 | 75.5 | 75.6 | 99.4 | 70.5
O=C(Nc1ccc(OCc2ccc(C(F)(F)F)cc2)cc1)c1ccc2nc(NS(=O)(=O)c3ccc4ccccc4c3)sc2c1 | 82.2 | 83.1 | 77.1 | 85.4 | 65.9 | 91.1 | 91.4 | 68.6
Cc1cc(O)c2c(c1)C(=O)c1cccc(O)c1C2=O | 72.2 | 80.3 | 91.4 | 77.8 | 27.6 | 48.2 | 89.4 | 76.7
O=C(/C=C/c1cccs1)c1ccc(Cl)nc1 | 102.2 | 91.4 | 82.5 | 98.6 | 104.9 | 4.2* | 94.9 | 99.6
COc1ccc2c(c1)c(-c1nnc(N)nc1-c1cn(C)c3ccc(F)cc13)cn2C | 81.6 | 88.9 | 69.0 | 84.8 | 66.2 | 84.5 | 97.9 | 100.6
O=c1[nH]ccc2cc(OC3CCNCC3)ccc12 | 92.4 | 72.4 | 40.4 | 50.9 | 29.5 | 98.9 | 64.1 | 69.5
C[C@H]1c2cccc(O)c2C(O)=C2C(=O)[C@]3(O)C(O)=C(C(N)=O)C(=O)[C@@H](N(C)C)[C@@H]3[C@@H](O)[C@@H]21 | 46.7 | 39.1 | 30.0 | · | 24.3 | 27.0 | 51.8 | 51.5
Cn1cnc2c(F)c(Nc3ccc(Br)cc3F)c(C(=O)NOCCO)cc21 | 54.0 | 73.8 | 64.6 | 30.9 | -4.9* | 63.5 | 32.7 | 72.9
NC(=O)NC(=O)Cc1ccccc1 | 106.5 | 94.0 | 102.0 | 102.6 | 93.4 | 95.6 | 111.8 | 90.1
Cc1nc(Nc2n[nH]c3c2CN(C(=O)N[C@H](CN(C)C)c2ccccc2)C3(C)C)c2sccc2n1 | 12.9 | 1.0* | -12.1* | 0.1* | -62.4* | -35.2* | -46.5* | -0.9*
COc1cc(C(=O)NCCCCCC(=O)O)cc(OC)c1OC | 107.1 | 96.6 | 93.2 | 107.5 | 100.9 | 96.0 | 96.0 | 107.6
CN1C(=O)CC(C)(c2ccccc2)C1=O (stereo unspecified) | 101.9 | 108.9 | 117.7 | 83.5 | · | 111.6 | 98.1 | 94.1
COc1ccc(F)c(F)c1C(=O)c1cnc(NC2CCN(S(C)(=O)=O)CC2)nc1N | 2.2* | 7.1* | 2.6* | 3.3* | -8.6* | 0.3* | -24.7* | 6.5*
Cn1cc(C(=O)c2nc(-c3cn(C)c4ccccc34)no2)c2ccccc21 | 113.2 | 112.8 | 94.0 | 89.7 | 115.9 | 82.9 | 103.8 | 92.3
C#C[C@]1(OC(C)=O)CCC2C3CCC4=C/C(=N/O)CCC4C3CC[C@@]21CC (stereo partly specified) | 50.4 | 69.5 | 45.6 | 94.3 | 119.6 | 63.0 | 100.1 | 36.0
C=CC(=O)Nc1cc2c(Nc3ccc(F)c(Cl)c3)ncnc2cc1OCCCN1CCOCC1 | 15.8 | 4.4* | -8.2* | 22.9 | -51.7* | -9.7* | 12.1 | -6.9*
CCCCOC(=O)c1ccc(N)cc1 | 96.3&86.2 | 82.3&89.6 | · | 86.0&84.8 | 62.6&79.8 | 77.1&96.6 | 92.3&106.0 | 55.1&93.2
Cc1ccc([C@@H]2C[C@@H]3Cc4ccc5ccccc5c4N2O3)o1 | 86.9 | · | 91.4 | 87.8 | · | · | 106.7 | 79.5

(continued)
smiles	EKVX	CCRF-CEM	SR	A549/ATCC	HOP-92	RPMI-8226	HOP-62	MOLT-4
CN(C)CCC[C@@]1(c2ccc(F)cc2)OCc2cc(C#N)ccc21	87.9	111.9	·	91.1	·	117.8	93.7	117.1
Nc1ccc(S(=O)(=O)NCc2ccccc2)cc1	103.5	100.7	100.3	92.6	114.7	100.1	95.3	95.4
c1ccc(CNCCNCc2ccccc2)cc1	·	92.6	95.3	100.7	80.6	101.1	98.8	105.0
CC(/C=C/c1ccc(Cl)cc1)=N\OCC(N)=O	·	67.1	56.8	68.7	·	86.0	70.4	62.5
[2H]c1nc(Nc2ncc3cc(C(=O)N(C)C)n(C4CCCC4)c3n2)c([2H])c([2H])c1N1C([2H])([2H])C([2H])([2H])NC([2H])([2H])C1([2H])[2H]	64.4	38.5	26.6	45.0	65.8	31.0	52.3	5.1*
Cc1oncc1C(=O)Nc1ccc(C(F)(F)F)cc1	90.5	85.6	70.0	102.0	90.4	97.1	·	74.5
Nc1cc(=O)[nH]c(N)n1	100.5	97.4	·	93.4	81.4	106.6	101.2	78.3
C#CC(=O)N(c1ccc(OC)cc1OC)C(C(=O)NCC(=O)OCC)c1cccs1 (stereo unspecified)	36.4	-53.8*	-25.0*	94.4	·	-55.3*	101.5	-22.2*
CCCN(CCC)C(=O)C(CCC(=O)O)NC(=O)c1ccccc1 (stereo unspecified)	103.7	101.4	105.0	104.1	81.0	108.5	103.9	111.4
CS(=O)(=O)N1CCc2c(-c3cnc(N)nc3)nc(N3CCOCC3)nc21	10.2	22.2	6.1*	-0.7*	-22.5*	18.1	4.8*	9.8*
COc1cc(N2CCC(N(C)C)CC2)ccc1Nc1ncc(Cl)c(Nc2ccccc2P(C)(C)=O)n1	20.0	10.4	6.8*	-35.8*	-60.2*	27.9	-4.9*	13.4
Cc1cc(-c2cc(O)ccc2Cl)cc2nnc(Nc3ccc(OCCN4CCCC4)cc3)nc12	-81.1*	-51.9*	-35.0*	-70.7*	-69.1*	-43.9*	-66.1*	-42.9*
CN1CCN(c2cc3c(cc2F)c(=O)c(C(=O)O)cn3-c2ccc(F)cc2)CC1	108.3	101.9	96.4	101.5	118.2	100.6	·	84.2
O=C(O)/C=C\c1ccc(O)cc1	111.2	101.5	83.8	108.5	108.1	99.5	102.9	100.8
O=C1NC(=O)C(c2cnc3ccccn23)=C1c1cn2c3c(cc(F)cc13)CN(C(=O)N1CCCCC1)CC2	68.6	27.9	10.0	34.8	83.0	60.8	26.1	12.1
O=C(Nc1cccc(Br)c1)Nc1ccc2nc(NS(=O)(=O)c3ccc4ccccc4c3)sc2c1	87.7	97.0	105.3	103.3	94.1	104.2	103.9	103.6
OCC(O)CN1CCN(c2ccccc2)CC1 (stereo unspecified)	97.3	103.4	98.8	99.5	94.7	103.7	107.1	100.4
CCCCCCCCCCCCCCC/C=C\C(=O)O	·	104.8	89.5	92.8	96.4	98.6	100.0	104.4

For reference, part of the list above:
smiles	EKVX	CCRF-CEM	SR	A549/ATCC	HOP-92	RPMI-8226	HOP-62	MOLT-4
C#CC(=O)N(c1ccc(OC)cc1OC)C(C(=O)NCC(=O)OCC)c1cccs1 (stereo unspecified)	36.4	-53.8*	-25.0*	94.4	·	-55.3*	101.5	-22.2*
CCCN(CCC)C(=O)C(CCC(=O)O)NC(=O)c1ccccc1 (stereo unspecified)	103.7	101.4	105.0	104.1	81.0	108.5	103.9	111.4
CS(=O)(=O)N1CCc2c(-c3cnc(N)nc3)nc(N3CCOCC3)nc21	10.2	22.2	6.1*	-0.7*	-22.5*	18.1	4.8*	9.8*
COc1cc(N2CCC(N(C)C)CC2)ccc1Nc1ncc(Cl)c(Nc2ccccc2P(C)(C)=O)n1	20.0	10.4	6.8*	-35.8*	-60.2*	27.9	-4.9*	13.4
Cc1cc(-c2cc(O)ccc2Cl)cc2nnc(Nc3ccc(OCCN4CCCC4)cc3)nc12	-81.1*	-51.9*	-35.0*	-70.7*	-69.1*	-43.9*	-66.1*	-42.9*
CN1CCN(c2cc3c(cc2F)c(=O)c(C(=O)O)cn3-c2ccc(F)cc2)CC1	108.3	101.9	96.4	101.5	118.2	100.6	·	84.2
O=C(O)/C=C\c1ccc(O)cc1	111.2	101.5	83.8	108.5	108.1	99.5	102.9	100.8
O=C1NC(=O)C(c2cnc3ccccn23)=C1c1cn2c3c(cc(F)cc13)CN(C(=O)N1CCCCC1)CC2	68.6	27.9	10.0	34.8	83.0	60.8	26.1	12.1
O=C(Nc1cccc(Br)c1)Nc1ccc2nc(NS(=O)(=O)c3ccc4ccccc4c3)sc2c1	87.7	97.0	105.3	103.3	94.1	104.2	103.9	103.6
OCC(O)CN1CCN(c2ccccc2)CC1 (stereo unspecified)	97.3	103.4	98.8	99.5	94.7	103.7	107.1	100.4
CCCCCCCCCCCCCCC/C=C\C(=O)O	·	104.8	89.5	92.8	96.4	98.6	100.0	104.4

2 entries from above, with two lines to a compound.
Second line of a record – EKVX | CCRF-CEM | SR | A549/ATCC | HOP-92 | RPMI-8226 | HOP-62 | MOLT-4
> CC(/C=C/c1ccc(Cl)cc1)=N\OCC(N)=O
  · | 67.1 | 56.8 | 68.7 | · | 86.0 | 70.4 | 62.5
> Cc1cc(-c2cc(O)ccc2Cl)cc2nnc(Nc3ccc(OCCN4CCCC4)cc3)nc12
  -81.1* | -51.9* | -35.0* | -70.7* | -69.1* | -43.9* | -66.1* | -42.9*
